IL1B secr inh = inhibitors of inflammasome signaling (IL-1 beta secretion); THP-1 LPS/ATP IL-1B secretion, AlphaLISA, 16 h; active compounds read low; activity change, % at 57.5 µM; hit rate 4.7% among 360,000; AID 743279; in the data active means activity change below about -50%; inconclusive means mostly about -30% to -49%; further: on the % scale 0 is the no-effect control and ±100 the full control effect
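Secreted IL-1B measured by AlphaLISA bead assay after 16 h compound exposure of THP-1 cells; compounds (final up to 57.5 uM) added 1 h before LPS (250 ng/mL) and ATP (1.25 mM) stimulation; lower signal means less secretion.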
HT1080 IDH1KD tx = kills HT-1080 cells with IDH1 knockdown; HT-1080 IDH1 knockdown viability, ATP luminescence, 48 h; Potency, µM (titrated, usually from 46.1 µM), without a hit: top-dose activity, negative = toxicity, actives largely listed as cytotoxic; hit rate 2% among 360,000; AID 686971;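 further: potency means the concentration at half of the fitted maximal effect; 0% = DMSO wells and -100% = cell-free medium wells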
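In this qHTS, HT-1080 cells depleted of IDH1 are exposed for 48 h at 37 °C to compound titrations. Toxicity is scored from CellTiter-Glo luminescence, with DMSO as full viability and medium alone as none.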
HT1080-NT tox = kills 2HG-producing HT-1080-NT fibrosarcoma cells; AID 686970; hit rate 1.6% among 360,000; Potency, µM (doses to about 46.1 µM), for inactives: top-dose activity, negative = less viability, hits mostly cytotoxic; HT-1080-NT fibrosarcoma viability, CellTiter-Glo ATP luminescence, 48 h;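 further: NT is the 2HG producing partner of a matched IDH1 knockdown line; potency means the concentration at half of the fitted maximal effect; 0% = DMSO-treated cells and -100% = media-only wells without cells; nearly all actives have a fitted effect of over 55% in size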
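A 48-hour cytotoxicity screen used HT-1080-NT cells plated 2 hours before compound delivery. ATP-based CellTiter-Glo luminescence measured viability, normalized to DMSO and no-cell controls.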
D3 ag = activates the human D3 dopamine receptor. D3R DiscoveRx beta-arrestin cells, luminescence, 90 min. P35462. hit rate 0.58% among 410,000. max activation, %; in the data active means max activation above about 30%; further: 0% is about no effect; mostly tested at two doses, the higher about 12 µM
Target sequence (P35462 whole entry, looked up): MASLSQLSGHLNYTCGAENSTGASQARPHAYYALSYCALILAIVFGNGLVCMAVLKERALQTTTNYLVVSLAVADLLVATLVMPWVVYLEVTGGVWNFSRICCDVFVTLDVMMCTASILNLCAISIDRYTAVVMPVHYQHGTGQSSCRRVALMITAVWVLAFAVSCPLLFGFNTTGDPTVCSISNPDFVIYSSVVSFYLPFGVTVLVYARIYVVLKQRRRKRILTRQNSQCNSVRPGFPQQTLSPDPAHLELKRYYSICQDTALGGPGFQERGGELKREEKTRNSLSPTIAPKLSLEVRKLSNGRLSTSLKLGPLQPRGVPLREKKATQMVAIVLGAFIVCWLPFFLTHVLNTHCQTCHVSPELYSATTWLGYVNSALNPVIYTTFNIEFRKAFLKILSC
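Agonist-mode cell screen: cells plated at 1500/well and incubated overnight at 37 °C, then exposed to library compounds for 90 min at 37 °C. Detection reagent was added for 30–60 min at room temperature, and luminescence was read.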
DRD3 antagonist = blocks the human D3 dopamine receptor | D3R cells, DiscoveRx beta-arrestin luminescence, antagonist mode; active compounds read low | max response, negative = inhibition, % | hit rate 2.5% among 360,000; in the data active means max response below about -50%; inconclusive means no clear call, values can overlap the other calls; further: on the % scale 0 is the no-effect control and ±100 the full control effect; mostly tested at two doses, the higher about 12 µM
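Cells plated overnight at 1500 cells/well, then exposed to library compounds with dopamine controls for 90 minutes at 37 degrees C. DiscoveRx reagent added for 30–60 minutes at room temperature; luminescence read, quantitative HTS format.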
KB-V1 MDR tox = KB-V1 MDR subline cytotoxicity. hit rate 3.4% among 400,000. KB-V1 MDR cells viability, CellTiter-Glo, 72 h. Potency, µM (series often up to 46.1 µM), without a hit: at the highest dose activity change, negative = cytotoxicity, hits mostly cytotoxic; further: potency means the concentration at half of the fitted maximal effect; on the % scale 0 is the no-effect control and ±100 the full control effect; nearly all actives have a fitted effect of over 60% in size
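Following 72 h at 37 degrees C with compound, KB-V1 cell viability was read by CellTiter-Glo luminescence, medium being phenol-red-free DMEM plus 10% FBS; concentration-response parameters came from normalized, curve-fitted qHTS data.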
GLP-1R agonist = activates the human GLP-1 receptor. P43220. HEK293 GLP-1R CRE-luciferase, luminescence, 4-6 h; cells express a hypersensitive GLP-1R form. Potency, µM (highest dose often 45.6 µM), for the others: top-dose activation, hits mostly activators. hit rate 0.007% among 380,000; further: potency means the concentration at half of the fitted maximal effect; % of control where 0% means no effect
Target sequence (P43220 whole entry, looked up): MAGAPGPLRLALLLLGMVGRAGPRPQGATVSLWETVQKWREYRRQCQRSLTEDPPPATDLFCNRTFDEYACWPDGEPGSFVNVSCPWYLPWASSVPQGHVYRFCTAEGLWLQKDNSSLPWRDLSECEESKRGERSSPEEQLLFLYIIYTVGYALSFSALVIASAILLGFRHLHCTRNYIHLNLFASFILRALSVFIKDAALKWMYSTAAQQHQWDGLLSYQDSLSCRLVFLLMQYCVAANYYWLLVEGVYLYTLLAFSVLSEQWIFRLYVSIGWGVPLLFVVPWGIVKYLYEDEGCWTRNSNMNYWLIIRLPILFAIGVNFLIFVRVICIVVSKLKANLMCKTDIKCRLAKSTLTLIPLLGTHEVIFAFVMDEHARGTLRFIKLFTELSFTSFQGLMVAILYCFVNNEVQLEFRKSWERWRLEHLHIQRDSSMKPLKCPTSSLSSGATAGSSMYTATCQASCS
SW480 rereplic = induces DNA re-replication in SW480 colon adenocarcinoma cells; hit rate 1.8% among 340,000; AID 624297; SW480 DNA re-replication, Hoechst DNA content imaging, 48 h; Potency, µM (titrated, usually from 46.1 µM), inactives show at the top dose re-replication activation, most hits filed as activators; further: potency means the concentration at half of the fitted maximal effect; % of control where 0% means no effect; nearly all actives have a fitted effect of over 55% in size
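SW480 cells exposed to compounds for 48 hr at 37 C, 5% CO2, then Hoechst-stained 40 min. Nuclear DNA content imaged by fluorescence scanning (405 nm excitation, 500-530 nm emission); re-replication scored as increased high-intensity nuclei.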
KB-3-1 tox = KB-3-1 parental cell cytotoxicity; KB-3-1 viability, CellTiter-Glo ATP luminescence, 72 h; Potency, µM (highest dose often 46.1 µM), for the others: at the top dose activity change, negative = cytotoxic, hits mostly cytotoxic; hit rate 1.4% among 400,000; further: potency means the concentration at half of the fitted maximal effect; on the % scale 0 is the no-effect control and ±100 the full control effect; nearly all actives have a fitted effect of over 60% in size
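Cytotoxicity in the drug-sensitive parental line KB-3-1 was scored as loss of CellTiter-Glo luminescence following 72 h incubation with compound. Values come from curve fitting of normalized concentration-response data.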
Numbers without * were called inactive; u = inconclusive; x = no result given; & = joins results of further samples; [ ] = another dose, or the depositor's remark. Unless noted, the call rests on the fitted dose curve; in most records, active means well fitted curve in the direction sought with a large enough effect; inconclusive means small, poorly fitted or top-dose-only effect, or another doubt; inactive means no such curve, though single readings can be large; an effect the other way counts as inactive or inconclusive.

SMILES | IL1B secr inh | HT1080 IDH1KD tx | HT1080-NT tox | D3 ag | DRD3 antagonist | KB-V1 MDR tox | GLP-1R agonist | SW480 rereplic | KB-3-1 tox
C=CCn1c(NC(=O)c2ccccc2)nc2ccccc21 | 82 | -13% | -14% | -2 | -2 | -6% | 15% | -53%[inhibitor] | u
O=C(CSc1nc2ncc(Cl)cc2[nH]1)NCCc1ccc(F)cc1 | 0 | -6% | -5% | 1 | 21 | -12% | -7% | 3% | u
CCOC(=O)c1c(CN2CCCCC2)oc2ccc(O)cc12 | -11 | -17% | 0% | 4 | 9 | -4% | 1% | 0% | 1%
N/C(=N\OC(=O)C(c1ccccc1)c1ccccc1)c1cccnc1 | -16 | 4% | 9% | 3 | -13 | -27% | u | -1% | -15%
O=C(NCCc1ccc(Cl)cc1)c1ccc(CS(=O)Cc2ccccc2Cl)o1 (stereo not drawn) | -2 | -16% | -3% | 6&-7 | 1 | -3% | 7% | u | 8%
Cc1cc2cc(CNC(=O)c3ccc(S(=O)(=O)N4CCCC4)cc3)ccc2n1C | 15 | 0% | 2% | 3 | -8 | 6% | -3% | 0% | 5%
CC(C)NCc1c(O)c(Br)cc2oc3c(c12)CCCC3 | -9 | -4% | -8% | 0 | -18 | -5% | 4% | 0% | -3%
CC(C)=CCCC1=CCC2C(=O)NNC(=O)C2C1 (stereo not drawn) | -8 | 9% | 16% | 6 | 16 | 14% | -1% | -4% | 15%
Cc1ccc(S(=O)(=O)N2CCOCC2)cc1C(=O)N1CCOCC1 | 0 | 17% | 15% | -7 | 2 | 19% | -13% | 3% | -3%
CC(=O)c1cccc(NC(=O)c2ccc(Br)o2)c1 | -20 | 3% | 15% | -10 | u | u | -2% | 0% | u
CCN(CC)c1ccc(C(=O)OCC(=O)N(C(C)C)C(C)C)cc1 | -20 | u | -21% | 1 | -12 | -20% | 9% | 1% | -16%
Cn1cc(-c2csc(C(C)(O)c3cccc(F)c3)n2)cn1 (stereo not drawn) | 18 | -10% | 3% | -3 | 0 | 0% | 9% | x | 0%
c1nc(NCC2(N3CCOCC3)CCCCC2)c2ccsc2n1 | 3 | 2% | 2% | -2 | 0 | -21% | -1% | -2% | -4%
Cc1cccc(-n2c(SCc3cc(=O)n4ccsc4n3)nc3ccccc32)c1 | -2 | -14% | -22% | 2 | 9 | 13µM* | 6% | u | u
CC(=O)C1(C)C(=O)N(c2ccc(F)cc2)C(=O)N1c1ccc(F)cc1 (stereo not drawn) | -14 | u | 22% | 4 | 8 | u | 3% | -2% | 10%
CCOc1cc2[nH]c(=S)n(CCN3CCC(C)CC3)c(=O)c2cc1OCC | -2 | 4% | -3% | -9 | 0 | -5% | -12% | -1% | 13%
CN(CCOc1cccc2ccccc12)Cc1ccccc1 | 3 | 6% | 7% | -10 | -76* | -7% | 9% | 11% | 14%
O=C(NNC(=O)C12CC3CC(CC(C3)C1)C2)c1ccccc1O | 11 | u | -17% | -3 | 27 | -13% | -4% | u | u
COc1cc(/C=N/NC(=O)CSc2n[nH]c(=O)[nH]c2=O)cc(OC)c1O | 24 | 8% | 0% | 7 | -3 | 1% | 1% | -8% | -2%
Cc1ccc(/C=N/NC(=O)c2cccc3ccccc23)o1 | -3 | u | u | 1 | 3 | u | 7% | 10% | -18%
Cc1ccc(S(=O)(=O)NCCc2nnc3ccc(NCCCOC(C)C)nn23)cc1 | 5 | -1% | 5% | 1 | -3 | u | -2% | -29% | -7%
O=S(=O)(/N=C(/c1ccccc1)N1CCCCC1)c1ccccc1 | -28 | 15% | 8% | -4 | -5 | u | 3% | 15% | -1%
Nc1nc(CSc2ccccc2)nc(N2CCCCC2)n1 | -24 | 4% | -1% | -6 | 2 | -3% | 35% | -6% | -2%
CCCCCCCCc1c(O)nc(-n2[nH]c(C)c(CCO)c2=O)[nH]c1=O | 50 | -1% | 3% | -10 | u | u | -6% | u | 17%
O=C(CSc1ccccc1)NCc1ccccc1 | 9 | 24% | 10% | 1 | 16 | 5% | 0% | -3% | 7%
CCOC(=O)N/N=C(\C)c1ccc(Br)cc1 | -4 | -25% | 10% | 6 | -9 | 9% | 13% | -1% | -5%
CC(CC(=O)O)n1nnc2ccccc21 (stereo not drawn) | 4 | 25% | 22% | -6 | -11 | 24% | -2% | -4% | -2%
Cc1ccc(-c2cc(C(F)(F)F)n3nc(C(=O)Nc4c(C)n(C)n(-c5ccccc5)c4=O)cc3n2)cc1 | -6 | 20% | -2% | -5 | -23 | -5% | -2% | 1%[9.22 µM] | -23%
Cc1nc(-c2ccc(Cl)cc2)sc1C1(C)CC(c2cccnc2)=NO1 (stereo not drawn) | -4 | 4% | 0% | 1 | 5 | -4% | 1% | 22%[9.22 µM] | -3%
Nc1nc2ccc(Br)cc2s1 | -2 | 3% | -1% | 1 | 19 | -2% | 16% | x | -3%
CCNC(=O)CN(c1ccc(C)cc1)S(=O)(=O)c1ccc(SC)cc1 | -55* | -4% | -8% | -3 | -9 | -4% | 8% | 1% | 1%
COc1ccc(CN(CC(=O)NCC2CCCO2)C(=O)CCC(=O)Nc2cc(C)ccn2)cc1 (stereo not drawn) | 20 | -1% | 5% | 3 | 26 | 26% | -4% | -5% | 21%
Cc1ccc2c(C)c(C)c(=O)n(C)c2c1 | 46 | 13% | 9% | 4 | 17 | 15µM* | 0% | -2% | -6%
CC(C)c1csc(CN2CCCC(CNC(=O)c3cccc4ccccc34)C2)n1 (stereo not drawn) | 31 | -5% | -4% | 2 | -4 | -4% | 0% | u | 0%
Cc1ccc(NS(=O)(=O)c2cc(C(N)=O)ccc2C)cc1 | 0 | -22% | -6%[9.24 µM] | 11 | 17 | 16% | -7% | -1% | 7%
CCCCN1C(=O)CC(C(=O)OCC)=C1C | -16 | 6% | 15% | 1 | 7 | 16% | -14% | -4% | -1%
O=C(NNC(=O)c1cccs1)c1cccnc1 | -4 | 18% | 22% | -3 | 5 | 7% | 8% | -5% | u
O=C(Nc1ccc(N2CCN(C(=O)c3ccco3)CC2)cc1)c1cccc(F)c1 | -4 | 0% | -4% | 2 | 16 | u | -3% | 16% | u
CCn1c2ccccc2c2cc(CN3CCN(Cc4cc(OC)ccc4O)CC3)ccc21 | -84* | u | u | -13 | u | 1% | 12% | u | -15%
CCCCNC(=O)Nc1ccccc1Br | -8 | 4% | 7% | 2 | -15 | u | -5% | 87% | 0%

An excerpt from above, showing only KB-V1 MDR tox, HT1080 IDH1KD tx and HT1080-NT tox.
structure	KB-V1 MDR tox	HT1080 IDH1KD tx	HT1080-NT tox
CCn1c2ccccc2c2cc(CN3CCN(Cc4cc(OC)ccc4O)CC3)ccc21	1%	u	u
CCCCN1C(=O)CC(C(=O)OCC)=C1C	16%	6%	15%
CC(C)c1csc(CN2CCCC(CNC(=O)c3cccc4ccccc34)C2)n1 (stereo not drawn)	-4%	-5%	-4%

Next results follow:
SMILES | IL1B secr inh | HT1080 IDH1KD tx | HT1080-NT tox | D3 ag | DRD3 antagonist | KB-V1 MDR tox | GLP-1R agonist | SW480 rereplic | KB-3-1 tox
CS(=O)(=O)Nc1cccc(NC(=O)c2ccc(-n3ccnc3)c3ccoc23)c1 | -28 | 6% | 13% | -8 | -24 | 5% | 6% | x | u
CCc1ccc(C(=O)c2cn(CC(=O)Nc3cc(OC)ccc3OC)c3ccc(Cl)cc3c2=O)cc1 | x | x | x | -22 | x | 19% | 0% | x | -6%
CC1CCC(NC(=O)c2cc3c(=O)n(C)c4ccccc4c3n2C)CC1 (stereo not drawn) | 0 | -3% | 4% | -6 | -14 | 15% | 3% | -5% | 0%
CSCCC(NS(=O)(=O)c1ccc(C)cc1)C(=O)NC1CCCCC1 (stereo not drawn) | 26 | -6% | -2% | -1 | 3 | 0% | 4% | -4% | -11%
O=C(COc1ccc(Br)cc1)Nc1ccc(S(=O)(=O)Nc2ccccn2)cc1 | 12 | -10% | -1% | -5 | -10 | 24% | -4% | -8% | 15%
O=C(Cn1nc(-c2ccccc2)c2ccccc2c1=O)Nc1ccc2c(c1)nc1n2CCOC1 | -9 | -17% | u | -2 | -2 | 5% | 2% | -20% | 9%
c1ccc(-c2cn3ccccc3n2)cc1 | 12 | -22% | -2% | -9 | -4 | -6% | 3% | 2% | -6%
Cc1c(OCC(=O)NCCCn2ccnc2)ccc2c3c(c(=O)oc12)CCCC3 | -2 | 8% | -5% | 1 | 4 | 30% | 2% | 5% | 13%
COc1ccc2[nH]cc(CCNC(=O)CCC3CCCCC3)c2c1 | 3 | 2% | 5% | 2 | 15 | -5% | 10% | 2% | -3%
Cc1cccn2c(=O)c(C=NCc3ccccc3)c(NCCO)nc12 | -6 | -2% | 8% | -6 | -72* | -4% | 11% | -1% | 1%
COc1ccc(CCNC(=O)c2ccc(-c3ccc([N+](=O)[O-])cc3Cl)o2)cc1OC | u | -29% | -22% | 6 | 28 | -15% | -7% | 2% | -7%
C1=C(CCNc2nnnn2-c2ccccc2)CCCC1 | 47 | -23% | -19% | -8 | -61* | 0% | -2% | 0% | -6%
COc1ccccc1NC(=O)C1(C)Cc2ccccc2C(=O)O1 (stereo not drawn) | 0 | -8% | 2% | -7 | -4 | -12% | 11% | 16% | -10%
CC1CCCC(NC(=O)COC(=O)Cc2ccsc2)C1C (stereo not drawn) | 12 | -5% | 0% | 1 | 0 | 11% | -6% | -1% | 12%
CCOC(=O)N1CCN(C(=O)c2ccc(CS(=O)(=O)c3ccc(OC)cc3)o2)CC1 | 5 | 0% | -8% | -9 | 0 | 0% | 6% | -4% | -5%
O=[N+]([O-])c1cccc(Cl)c1NCCNS(=O)(=O)c1ccc(Cl)cc1 | -16 | 2% | -2% | 8 | 2 | -8% | 23% | -9% | -6%

High-throughput results (PubChem BioAssay)
